# Assay outcomes (PubChem BioAssay)
# N370S GC mod: inhibitors or activators of N370S glucocerebrosidase for Gaucher disease | P04062 | N370S GC spleen homogenate, 4MU-glucoside fluorescence | Potency, µM (doses to about 59.4 µM), without a hit: at the top dose activity change, negative = inhibition, usual class: inhibitors | 0.092% of 330,000 active | AID 2101;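 further: 0% = full enzyme activity and -100% = no enzyme basal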
# DT40 TDP1 CPT: DT40-hTDP1 cell growth loss with CPT. chicken DT40 Tdp1-/-;hTDP1 cells + 20 nM CPT, ATP luminescence, 48 h. Potency, µM (doses to about 46.2 µM), without a hit: at the top dose activity change, negative = growth inhibition, actives largely listed as inhibitors. 12% of 420,000 active; further: nearly all actives have a fitted effect of over 55% in size
#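 Cell growth measured by CellTiter-Glo luminescence after a minimum 48 h, 37 C compound exposure with 20 nM CPT in Tdp1-knockout DT40 cells stably expressing hTDP1, seeded 400/well; qHTS titration format.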
# FEN1 inhibitor: inhibitors of human flap endonuclease 1; Recombinant FEN1 flap cleavage, fluorescence, 15 min; Potency, µM (doses to about 114 µM), without a hit: at the highest dose activity change, negative = inhibition, actives largely listed as inhibitors; 0.35% of 390,000 active; AID 588795; further: nearly all actives have a fitted effect of over 65% in size
# Target sequence (P39748 whole entry, looked up): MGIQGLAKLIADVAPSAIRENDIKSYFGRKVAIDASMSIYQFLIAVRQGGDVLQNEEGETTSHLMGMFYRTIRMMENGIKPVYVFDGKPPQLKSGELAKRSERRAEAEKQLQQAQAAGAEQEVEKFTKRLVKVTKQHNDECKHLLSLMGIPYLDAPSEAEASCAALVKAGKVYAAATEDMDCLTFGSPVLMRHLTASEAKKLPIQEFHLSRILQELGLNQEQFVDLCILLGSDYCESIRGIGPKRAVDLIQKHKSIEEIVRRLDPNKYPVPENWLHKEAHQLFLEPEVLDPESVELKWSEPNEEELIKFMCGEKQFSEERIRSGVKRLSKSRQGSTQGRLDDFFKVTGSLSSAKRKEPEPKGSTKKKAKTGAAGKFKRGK
#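 Potency values derive from four-parameter Hill fits of normalized qHTS data. The reaction used 10 nM FEN1 preincubated 15 min at room temperature with compound, then 50 nM DNA substrate, read at 0 and 15 min.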
# The depositor's hits bear a star; u = inconclusive; x = no result given; & = joins results of further samples; [ ] = dose if it differs, or a comment. The call rests on the fitted dose curve; in most records, active means well fitted curve in the direction sought with a large enough effect; inconclusive means small, poorly fitted or top-dose-only effect, or another doubt; inactive means no such curve, though single readings can be large; an effect the other way counts as inactive or inconclusive. Unless noted, on the % scale 0 is the no-effect control and ±100 the full control effect; potency means the concentration at half of the fitted maximal effect. Some of the compounds tested; the hit share may differ from the screen's.
# Fields: N370S GC mod, DT40 TDP1 CPT, FEN1 inhibitor
- O=C(CSc1nc(=O)n2ccccc2n1)N1CCCc2ccccc21
  -21%, -22%, -6%
- Cc1ccc(CC(=O)NNC(=O)c2ccncc2)cc1C
  12%, u, -3%
- Cc1ccc(-c2nnc(Nc3ccc(OCC(N)=O)cc3)c3ccccc23)cc1S(N)(=O)=O
  -10%, -13%, 2%
- CC(=O)N1CCc2cc(S(=O)(=O)NCCC(=O)NCCc3ccc(Cl)cc3)ccc21
  2%, 16µM*, 2%
- CC(C)NC(=O)CN1CCN(Cc2nc(C(c3ccccc3)c3ccccc3)no2)CC1
  -15%, -6%, -2%
- COc1cc(Cl)ccc1NC(=S)N(CCCN1CCOCC1)Cc1cn(C)c2ccccc12
  7.1µM*, 16µM*, 12%
- CCOC(=O)c1sc2nc(C)n(N)c(=O)c2c1C
  4%, 12%, -1%
- O=C(COC(=O)Cn1cnc2ccccc2c1=O)NCC12CC3CC(CC(C3)C1)C2
  17%, u, 4%
- CSc1nc2ccccc2n1CC(=O)N1CCCCC1
  -11%, -21%, -1%
- Cc1cccc(-c2nnc(SCCC(=O)N3CCOCC3)o2)c1
  12%, 3%, 2%
- CC(=O)N(C)c1nnc(-c2cnccn2)s1
  -16%, -1%, 3%
- COC(=O)CCCN1C(=O)NC(c2ccc(-c3ccccc3)cc2)C(C(=O)OCc2ccccc2)=C1C (stereo unspecified)
  x, u, 0%
- CC(C)c1ccccc1NC(=S)NCCCn1ccnc1
  8%, 1%, -5%
- Nc1ccc(C(=O)OCC(=O)NC2CC2)cc1[N+](=O)[O-]
  6%, -9%, -5%
- Cc1ccc(NC(=O)Cn2c(=O)n(CC(=O)NCCc3ccccc3)c(=O)c3ccccc32)cc1
  x, -25%, 19%
- C/C(=N\NC(=O)c1cc(C2CC2)nc2ccccc12)c1ccc(C)s1
  0%, u, -4%
- O=C1CCN(C(=O)c2cccs2)c2ccccc21
  16%, 4%, 14%
- O=C(c1ccc([N+](=O)[O-])s1)N1CCCc2ccccc21
  -12%, u, -18%
- CCC1CCc2nc3sc(C(=O)Nc4ccc(F)c(Cl)c4)c(N)c3cc2C1 (stereo unspecified)
  x, u, -17%
- C[C@H](CO)N1C[C@H](C)[C@@H](CN(C)C(=O)Nc2ccc(C(F)(F)F)cc2)Oc2ccc(NC(=O)C3CC3)cc2C1=O
  x, -18%, -3%
- COc1ccc(CC(=O)Nc2ccc(S(=O)(=O)Nc3ncccn3)cc2)cc1
  -1%, 10%, -3%
- O=C(Nc1nc2ccccc2[nH]1)C1CCN(C(=O)c2ccc(F)cc2)CC1
  3%, 2%, 7%
- Cc1cc(C)cc(NC(=S)N2CCN(c3ncccn3)CC2)c1
  0%, -7%, 3%
- O=C(CN1CCCc2ccccc21)Nc1ccc(F)cc1[N+](=O)[O-]
  -1%, u, 20%
- CCn1nnnc1SCC(=O)Nc1ccc2c(c1)OCCO2
  9%, 5%, 10%
- O=C(OCCN1C(=O)c2ccccc2C1=O)c1cnccn1
  -7%, 7%, -4%
- Cc1sc2nc(SCC(=O)OC(C)C)n(C)c(=O)c2c1C
  -3%, -27%, -6%
- O=C1C=C(c2ccc3c(c2)OCO3)CCC1
  x, -13%, 15%
- COc1ccc(CN2CCCC(C(=O)N3CCCCC3)C2)c(OC)c1 (stereo unspecified)
  3%, u, 0%
- CCOC(=O)c1c(NC(=O)Cn2ccsc2=N)sc(C)c1C
  10%, -1%, 9%
- CCOC(=O)N1CCN(C(=O)c2ccc(CN(c3ccc(C)c(C)c3)S(C)(=O)=O)cc2)CC1
  18%, u, -4%
- Cc1cccc(NC(=O)CSc2nnc([C@@H]3CCCN3C(=O)OC(C)(C)C)o2)c1C
  8%, u, -2%
- C=Cn1c(C(=O)O)cc(CC)c1-c1ccccc1
  2%, -1%, 6%
- COc1cccc(NC(=O)NCc2ccc(F)cc2)c1
  -4%, 5%, -5%
- C=C1CC2(OC1=O)c1ccccc1CCc1ccccc12
  x, 4.6µM*, -2%
- COc1ccc(S(=O)(=O)N2CCC(C(=O)NCCc3ccccc3)CC2)cc1OC
  1%, -9%, -2%
- O=S(=O)(Cc1ccccc1Cl)N1CCCC1
  9%, 7%, 0%
- O=C(/C=C/c1ccccc1)c1cc(Br)ccc(=O)c1O
  -5%, 3.7µM*, u
- Cn1c2c(c(=O)n(C)c1=O)C(c1ccccc1F)C(C#N)=C(N)O2 (stereo unspecified)
  8%, u, 12%
- CCc1ccc(-c2csc(-c3cc4cc(Br)ccc4oc3=O)n2)cc1
  x, -15%, 2%

# Record cards (already shown). Values in the order: N370S GC mod	DT40 TDP1 CPT	FEN1 inhibitor
# Shown for Cc1cccc(NC(=O)CSc2nnc([C@@H]3CCCN3C(=O)OC(C)(C)C)o2)c1C : 8%	u	-2%
# Shown for CCOC(=O)c1c(NC(=O)Cn2ccsc2=N)sc(C)c1C : 10%	-1%	9%

# (cont.)
# Fields: N370S GC mod, DT40 TDP1 CPT, FEN1 inhibitor
- CCc1c(C)nc(SCC(=O)Nc2ccc3c(c2)OCCO3)[nH]c1=O
  3%, -30%, 5%
- CCc1nn(CCCC(=O)Nc2ccc(C)c(C)c2)c(=O)c2cc3occc3n12
  2%, u, 14%
- CSc1cccc(CN2CCN(Cc3ccc(F)c(F)c3)C(CCO)C2)c1 (stereo unspecified)
  -7%, u, 9%
- CCOc1ccc(OCc2cccc(C(=O)N3CCOCC3)c2)cc1
  2%, u, -1%
- CCOc1ccc(C(=O)NCc2nc3cccnc3n2Cc2ccc(F)cc2)cc1OCC
  x, -16%, 10%
- COc1cccc(NC(=O)CSc2ncc3c(n2)-c2ccc(Cl)cc2N(C)S3(=O)=O)c1
  x, -16%, 42%[activator]
- COC(=O)C1=C(C)N(c2ccc(S(N)(=O)=O)cc2)C(=O)C1
  -13%, 1%, 3%
- O=C(COC(=O)c1ccc(F)c(S(=O)(=O)N2CCCCC2)c1)NCc1ccc(F)cc1
  5%, 4%, 2%
- COc1ccc(-c2nnn(Cc3ccccc3F)n2)cc1
  u, -20%, -19%
- Cc1c(C(=O)NCC(c2ccc(Cl)cc2)N2CCOCC2)oc2ccccc12 (stereo unspecified)
  x, 16µM*, -16%
- O=c1[nH]c(SCc2ccc([N+](=O)[O-])cc2)nc2c1CCCC2
  x, u, 0%
- Cc1ccnc(N2CCCC(C(=O)NCc3cccs3)C2)n1 (stereo unspecified)
  1%, 2%, -1%
- CCOc1ccc(Br)cc1CNCCSc1nnnn1-c1ccccc1
  x, 18µM*, -20%
- CCOC(=O)c1[nH]c(C)c(C(=O)NCC2CCCO2)c1C (stereo unspecified)
  3%, -12%, -2%
- Cc1ccc(NP(=O)(c2ccc(N(C)C)cc2NC(=O)c2cccs2)N2CCOCC2)cc1Cl (stereo unspecified)
  -6%, u, 12%
- CCCn1c(=O)c2ccccc2n2c(SCCOc3ccc(C)cc3)nnc12
  6%, u, 4%
- COc1cc(/C=C2/SC(=NCc3ccccc3)N(Cc3ccccc3)C2=O)ccc1O
  11%, u, -22%
- CCc1ccc([C@@H]2CC=C(C(=O)O)[C@H](c3ccccc3)N2S(=O)(=O)c2ccc(C)cc2)cc1
  9%, -6%, 8%
- COc1ccc(C(=O)C2CCCN(C(=O)c3cnsn3)C2)c(C)c1 (stereo unspecified)
  -8%, -24%, 37%[activator]
- CCOC(=O)C1=C(N)N2C(=O)C(C)SC2=C(C(=O)OC)C1c1cccc(OC)c1 (stereo unspecified)
  29%, 0%, -25%
- O=[N+]([O-])c1cnc2nc(-c3ccncc3)nn2c1O
  -8%, 9%, -10%
- C=CCNC(=O)C1CCCN(S(=O)(=O)c2ccc(-n3cnnn3)cc2)C1 (stereo unspecified)
  -1%, 31%[activator], 2%
- CCOC(=O)C1(C)C=C(Nc2cccc(C(=O)O)c2)C(=O)N1c1ccccc1 (stereo unspecified)
  x, u, -7%
- COc1ccc(CCN(C)C(=O)c2cc(S(=O)(=O)N3CCCCC3)ccc2Cl)cc1OC
  -5%, u, 1%
- CC[C@]12c3[nH]c4cc(-c5ccco5)ccc4c3CCN1C(=O)[C@@H](CC(=O)NC(C)(C)C)C[C@@H]2C(=O)N1CCN(C(=O)c2ccco2)CC1
  x, 23µM*, -15%
- CCOC(=O)c1cnc2c(c(C)nn2-c2ccc(C)cc2)c1Cl
  -5%, -17%, 2%
- C/C=C/c1ccc(OCC(=O)OCc2csc(Nc3ccc(C)cc3)n2)c(OC)c1
  -3%, -26%, -17%
- CCCCCC(=O)Nc1nnn(CCC)n1
  -8%, 1%, -10%
- CC(C)Oc1ccc(C(=O)Nc2nc3ccccc3[nH]2)cc1
  3%, 18µM*, 0%
- CCC(NC(=O)c1ccccc1NC(=O)C(C)(C)C)C(=O)N1CCCC1 (stereo unspecified)
  -2%, -10%, 6%
- COc1ccc(-c2cc(C(=O)Nc3cc(C)n(Cc4ccc(Cl)cc4)n3)no2)cc1OC
  -3%, -16%, 11%
- Cc1cccc(C)c1NC(=O)COC(=O)c1ccccc1[N+](=O)[O-]
  -13%, 10%, -11%
- CCCN1CCC(=O)N([C@H](CSc2ccc(OC)cc2)Cc2ccccc2)CC1
  -10%, u, -4%
- Cc1ccc(CN2CCN(Cc3ccccn3)CC2CCO)cc1 (stereo unspecified)
  27%, -20%, -18%
- COc1cccc(C(=O)NCCS(=O)(=O)N2CCC(C)CC2)c1
  2%, -3%, -8%
- COc1ccc(C(=O)N2CCC(C(=O)Nc3ccccc3OC)CC2)cc1
  3%, -23%, -13%
- CN(C)/C=N/c1cnc(C(=O)c2ccc(Cl)cc2)n1C
  -1%, -5%, -5%
- CN(C)C(=O)c1ccc(-n2cnc3ccccc3c2=O)cc1
  2%, -4%, -7%
- CCOc1ccc(N(CC(=O)N2CCCC2)S(=O)(=O)c2ccc(Cl)cc2)cc1
  -6%, -19%, 5%
- NC(=O)COc1ccc2c3c(c(=O)oc2c1)CCCCC3
  11%, -25%, -5%
- CCOc1ccc(CCNC(=O)c2ccc3c(c2)sc2nc(-c4ccc(F)cc4)cn23)cc1OCC
  x, 7.3µM*, u
- Cc1c(C2CC(=O)N(c3ccccc3)C2=O)[nH]n(-c2ccccc2)c1=O (stereo unspecified)
  -6%, 16µM*, -13%
- CC(c1nc2ccccc2n1Cc1ccccc1)N1CCCCC1 (stereo unspecified)
  3%, 16µM*, 13%
- CS(=O)(=O)N1CCCC(C(=O)N2CCN(c3cccc(Cl)c3)CC2)C1 (stereo unspecified)
  -18%, 21µM*, -14%
- S=C1NCCOCCOCCOCCOCCNC(=S)N2CCOCCOCCN1CCOCC2
  18%, 17%, -2%
- CCN1CCN(C(=O)CCc2nnc(CCc3c[nH]c4ccccc34)o2)[C@@H](C)C1=O
  -2%, -10%, -18%
- O=C(/C=C/c1cccc(Cl)c1)NCCCN1CCOCC1
  -15%, -4%, 17%
- Cc1cnc(CNc2ncnc3ccc(-c4ccccc4C(F)(F)F)cc23)cn1
  -1%, u, x
- Nc1nc(SCC(=O)NC2CCCc3ccccc32)n[nH]1 (stereo unspecified)
  20%, 5%, 1%
- Cc1nnc(NC(=O)c2ccccc2-c2ccccc2C(=O)O)s1
  8%, 3%, -3%
- CCN(CC)CCCNC(=O)c1ccc2c(c1)NC(=O)C(CS(=O)(=O)Cc1cccc(Br)c1)N2 (stereo unspecified)
  x, -27%, -10%
- CCCCCN(C(=O)CCC(=O)OCC(=O)NC1CCC(C)CC1)c1c(N)n(CCCC)c(=O)[nH]c1=O (stereo unspecified)
  -1%, -3%, -3%
- CCc1nn2c(=O)c(S(=O)(=O)Nc3ccc(Cl)cc3)c(C)nc2s1
  -4%&-3%, u, -13%&4%
- CC1=NS(=O)(=O)c2cc(Cl)ccc2N1
  2%, u, 8%
- CN1CCC(N(C)C(=O)/C(C#N)=C/c2ccccc2)CC1
  -14%, -25%, 2%
- CCNc1nc(NC(C)C)nc(Oc2ccc(=O)n(C)n2)n1
  11%, 6%, 12%
- CCOC(=O)C1CCN(CC(=O)Nc2cc(S(=O)(=O)N3CCCCC3)ccc2Cl)CC1
  -3%, 21µM*, -16%
- O=c1cc(NCc2ccco2)c2ccccc2o1
  0%, -24%, -1%
- COc1ccc(NC(=O)N2CCCCCC2)cc1OC
  -1%, 7%, -2%
- O=C(O)c1ccc2c(c1)SC1=NS(=O)(=O)CCN12
  -8%, -2%, 0%
- CCc1c(C)sc(NC(=O)C2CC2)c1C(=O)OC(C)C
  -9%, u, -17%
- CCOC(=O)Cc1csc(NC(=O)c2csc3c2CCCC3)n1
  1%, -1%, -9%
- COc1ccc(NC(=O)c2cc(C3CC3)nc3c2c(C)nn3-c2ccccc2)cc1
  x, u, -1%

# Limited to N370S GC mod, for 4 of the compounds above:
SMILES | N370S GC mod
CCOC(=O)C1CCN(CC(=O)Nc2cc(S(=O)(=O)N3CCCCC3)ccc2Cl)CC1 | -3%
O=c1cc(NCc2ccco2)c2ccccc2o1 | 0%
COc1ccc(NC(=O)N2CCCCCC2)cc1OC | -1%
O=C(O)c1ccc2c(c1)SC1=NS(=O)(=O)CCN12 | -8%
